# Screening results from PubChem.
# AT treatment: potential ataxia-telangiectasia treatment. […] A-T fibroblasts, KAP-1 phosphorylation AlphaLISA; neocarzinostatin DNA damage 30 min before lysis. Potency, µM (highest dose often 57.5 µM), for inactives: at the top dose activation, usual class: activators. 0.19% of 320,000 active; note: potency is the fitted concentration of half-maximal effect; % of control where 0% means no effect; nearly all actives have a fitted effect of over 45% in size
#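 ATM-like activity read as KAP-1 phosphorylation via AlphaLISA donor/acceptor antibody pairs after lysis and 6 hr at 25C. Cells were ATM-null patient fibroblasts ([…], hTERT), dosed 60 min, then exposed to the DSB inducer NCS for 30 min.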
# TSHR antag: human thyrotropin receptor antagonism | activity change, negative = inhibition, % at 11.5 µM | 0.2% of 330,000 active | P16473 | TSHR-expressing cells, TSH-stimulated cAMP HTRF, 2 h; hits give low values;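 active = activity change below a set negative limit, meaning inhibition stronger than a set level, cut at about -70% in these data; inconclusive = activity change between two set negative limits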; note: % is set by controls: 0 for no effect and ±100 for the full control effect
#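 TSHR-expressing cells were treated with compounds, then stimulated with TSH at EC80 (4nM final) for 2 hours at 37 deg C. Cellular cAMP was measured by HTRF competition between lysate cAMP and cAMP-d2 for a cryptate-labelled anti-cAMP antibody.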
# BCR signal inh: chronic active BCR signaling inhibition; ABC-DLBCL IkBa-CBG/CBR reporter, luminescence ratio, 4 h; 0.05% of 340,000 active; Potency, µM (top dose mostly 46.1 µM), inactives show at the highest dose ratio change, negative = lower green/red ratio, most hits filed as inhibitors; active = well fitted inhibition curve with a large enough effect in the signal ratio, with a control signal flat, not every such curve was filed as active; inconclusive = small, poorly fitted or top-dose-only effect, or effect the other way, or a change in a side signal; the % refers to the signal ratio;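 note: potency is the fitted concentration of half-maximal effect; plate controls were basal doxycycline-induced cells for no effect and cells given 10 µM MG132 for full effect; MG132 reads +100%, hits lower the ratio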
#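 TMD8 human ABC-DLBCL cells with doxycycline-inducible IκBα–green luciferase fusion and unfused red luciferase, in 0.5% FBS medium; compounds up to 46 uM, 4 h at 37C. Green/red luminescence ratio, filter-overlap corrected, fitted to concentration-response curves.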
# ELG1 DNA repair: blocks ELG1-dependent DNA repair in HEK293T cells; HEK293T ELG1-luciferase reporter, luminescence, 16 h; DNA damage induced by 5-fluorouridine; Potency, µM (titrated, usually from 46.1 µM), inactives show at the top dose activity change, negative = inhibition, usual class: inhibitors; 2.3% of 330,000 active; note: potency is the fitted concentration of half-maximal effect; % is set by controls: 0 for no effect and ±100 for the full control effect; nearly all actives have a fitted effect of over 55% in size
#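 Cells (2,000 per well) received 5-fluorouridine plus test compound or DMSO and were incubated 16 hr at 37 °C, 5% CO2. Luciferase activity was read by luminescence 30 min after ONE-Glo addition; signal suppression marked inhibition of damage-induced ELG1 function.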
# a7 integrin act: integrin-mediated muscular dystrophy alleviation activation. alpha7betagal myoblasts, beta-gal FDG fluorescence, 48 h. Potency, µM (top dose mostly 38.3 µM), without a hit: at the top dose activation, usual class: activators. 0.064% of 350,000 active;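 note: potency is the fitted concentration of half-maximal effect; 100% = response of the positive control SU9516; nearly all actives have a fitted effect of over 60% in size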
#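 alpha7betagal+/- myoblasts (passage 13, 250/well) treated 48 h at 37C with compounds at 1:260 dilution of DMSO stock. Lysed, then beta-galactosidase activity read as FDG fluorescence (ex 480/em 540) after 30 min, with pre-read for autofluorescence.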
# Mito fusion yeast: mitochondrial division inhibition or fusion activation. S. cerevisiae fusion-defective mutant growth rescue, CellTiterGlo 48 h. 0.23% of 320,000 active. Potency, µM (series often up to 46.1 µM), for the others: top-dose growth rescue (activation), actives largely listed as activators;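 note: potency is the fitted concentration of half-maximal effect; % of control where 0% means no effect; nearly all actives have a fitted effect of over 45% in size; temperature-sensitive fusion mutants such as fzo1-1 at 37 °C on non-fermentable ethanol glycerol medium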
#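 Compounds are tested for their ability to restore growth of mitochondrial fusion-defective yeast strains at non-permissive 37C in YPEG medium over 48 hours. Viability is quantified by luciferase luminescence.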
# TSG101-PTAP inh: blocks PTAP/TSG101 interaction to inhibit HIV-1 budding; 340,000 tested, under 10 active; Potency, µM (top dose mostly 115 µM), without a hit: at the highest dose activity change, negative = inhibition, most hits filed as inhibitors; AID 493005; Fluorescence polarization, FITC-PTAP peptide / Tsg101 binding; Q99816; active = well fitted inhibition curve with a large enough effect in the main read-out, with a control signal flat, not every such curve was filed as active; inconclusive = small, poorly fitted or top-dose-only effect, or effect the other way, or a change in a side signal; inactive = no such curve, though single readings can be large or run the other way; note: potency is the fitted concentration of half-maximal effect; % of control where 0% means no effect
#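 Fluorescence polarization binding of Tsg101 binding domain (10 uM final) to FITC-labeled PTAP peptide (50 nM final) in HEPES pH 7.5 buffer with NaCl, Tween 20, EDTA, TCEP. Compounds added before peptide; binding 20 min at RT.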
# Eya2 inh: blocks the phosphatase activity of human Eya2 | O00167 | recombinant Eya2, OMFP fluorescence dephosphorylation (OMFP is methylfluorescein phosphate) | Potency, µM (doses to about 76.9 µM), inactives show top-dose activity, negative = inhibition, actives largely listed as inhibitors | 0.006% of 330,000 active | AID 488837; note: potency is the fitted concentration of half-maximal effect; % is set by controls: 0 for no effect and ±100 for the full control effect
#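 Eya2 protein (added as 0.2 uM solution) was preincubated with compound for 10 min at ambient temperature in 50 mM HEPES pH 7.5, 50 mM NaCl, 5 uM MgCl2, 0.05% BSA, 1 mM DTT. OMFP (added at 50 uM) then reacted 10 min; fluorescence read at 485/525 nm.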
# S-ASM inh: human S-ASM enzyme inhibition; P17405; placental ASM, HMU-PC fluorogenic substrate, 60 min; Potency, µM (top dose mostly 57.5 µM), without a hit: at the top dose activity change, negative = inhibition, usual class: inhibitors; 0.006% of 340,000 active; AID 504937; note: potency is the fitted concentration of half-maximal effect
# Target sequence (P17405 47-631 limits assumed): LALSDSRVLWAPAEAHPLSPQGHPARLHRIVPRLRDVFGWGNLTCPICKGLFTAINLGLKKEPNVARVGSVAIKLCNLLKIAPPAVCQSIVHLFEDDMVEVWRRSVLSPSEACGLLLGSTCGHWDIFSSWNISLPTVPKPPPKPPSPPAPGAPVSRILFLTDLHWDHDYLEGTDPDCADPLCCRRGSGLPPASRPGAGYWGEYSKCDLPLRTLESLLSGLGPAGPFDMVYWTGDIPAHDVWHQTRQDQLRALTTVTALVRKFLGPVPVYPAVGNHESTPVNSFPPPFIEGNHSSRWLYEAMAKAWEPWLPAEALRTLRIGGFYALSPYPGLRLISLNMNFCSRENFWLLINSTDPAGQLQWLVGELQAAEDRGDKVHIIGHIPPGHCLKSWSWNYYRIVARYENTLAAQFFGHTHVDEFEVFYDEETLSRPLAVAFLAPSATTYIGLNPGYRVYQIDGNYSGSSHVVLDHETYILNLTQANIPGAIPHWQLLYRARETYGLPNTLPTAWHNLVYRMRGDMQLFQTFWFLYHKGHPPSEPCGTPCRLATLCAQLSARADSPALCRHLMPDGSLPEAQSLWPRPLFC
#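 Human placenta-derived ASM enzyme was preincubated with compound for 10 minutes at room temperature, then given fluorogenic substrate HMU-PC0 (9 uM final) for 60 minutes at 37 °C; a pH 10 stop preceded fluorescence reading at Ex 386/Em 447 nm.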
# Tb PFK inh: inhibitors of T. brucei phosphofructokinase; O15648; T. brucei PFK, ADP-Glo luminescence; Potency, µM (series often up to 57.5 µM), for inactives: top-dose activity, negative = inhibition, usual class: inhibitors; 0.17% of 330,000 active;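 note: potency is the fitted concentration of half-maximal effect; 0% = uninhibited 1x PFK enzyme wells and -100% = no-enzyme wells; nearly all actives have a fitted effect of over 60% in size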
# Target sequence (O15648 whole entry, looked up): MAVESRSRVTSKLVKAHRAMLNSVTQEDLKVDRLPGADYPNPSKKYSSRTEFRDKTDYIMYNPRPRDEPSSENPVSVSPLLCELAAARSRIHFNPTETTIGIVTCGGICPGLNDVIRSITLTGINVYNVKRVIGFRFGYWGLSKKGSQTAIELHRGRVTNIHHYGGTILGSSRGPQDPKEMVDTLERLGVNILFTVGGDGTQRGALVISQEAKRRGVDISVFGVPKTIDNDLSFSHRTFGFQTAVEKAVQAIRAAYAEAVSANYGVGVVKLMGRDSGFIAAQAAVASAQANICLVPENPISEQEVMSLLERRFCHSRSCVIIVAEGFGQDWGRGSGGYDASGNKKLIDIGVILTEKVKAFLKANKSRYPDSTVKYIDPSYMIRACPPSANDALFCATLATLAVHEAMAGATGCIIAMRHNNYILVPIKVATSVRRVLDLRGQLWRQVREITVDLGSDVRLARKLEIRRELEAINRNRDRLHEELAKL
#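 Activity is normalized to no-enzyme wells (full inhibition) and 1.25 nM enzyme wells (no inhibition). Reaction: 0.5 mM F6P, 0.1 mM ATP, 45 min RT, ADP-Glo luminescence; concentration-response curves fitted and classed by quality.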
# TCR act: T cell receptor activation; Potency, µM (series often up to 9.22 µM), for inactives: top-dose activation of IL-2 secretion, hits mostly activators; AID 504894; primary human leukocytes, anti-CD3, IL-2 HTRF, 48 h; 330,000 tested, under 10 active; note: % of control where 0% means no effect
#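 48 hr co-incubation of compounds, a-CD3 beads and primary human leukocytes; IL-2 quantified homogeneously by HTRF with anti-IL-2 K and d2 conjugates.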
# An asterisk follows results filed as active; u = inconclusive; [ ] = another dose, or the depositor's remark. Unless noted, calls come from the whole dose curve; as a rule, active = well fitted curve in the direction sought with a large enough effect; inconclusive = small, poorly fitted or top-dose-only effect, or another doubt; inactive = no such curve, though single readings can be large; an effect the other way counts as inactive or inconclusive. Rows are unselected; about 3.2% have a hit in one of these screens.
# Every second line gives: AT treatment, TSHR antag, BCR signal inh, ELG1 DNA repair, a7 integrin act, Mito fusion yeast, TSG101-PTAP inh, Eya2 inh, S-ASM inh, Tb PFK inh, TCR act
Cc1ccc(NC(=O)C(=O)c2c(-c3ccccc3)cc3ccccn23)cc1S(=O)(=O)N1CCOCC1
→ -6%, 17, 19%, 9.2µM*, 1%, 6%, -6%, 17%, -14%, 4%, 5%
CN(C(=O)c1ccc(S(=O)(=O)c2cccc(Cl)c2)c([N+](=O)[O-])c1)C1CCCCC1
→ 1%, 1, -1%, u, -25%, u, -5%, -11%, -1%, 1%, 0%[46.1 µM]
CC(=O)c1ccc(Sc2ccccc2)c([N+](=O)[O-])c1
→ 9%, 4, -3%, -2%, 5%, u, -4%, -4%, -3%, -4%, -3%
O=C(Nc1ccnc(=O)[nH]1)c1sc2ccccc2c1Cl
→ -7%, -7, u, u, u, 1%, 2%, -1%, 9%, -2%, -7%
Oc1ccc(C2C[C@H]3CC[C@@H]2C3)cc1O (stereo partly drawn)
→ 4%, -28, -14%, 3%, -9%, 11%, -8%, -1%, 1%, u, -2%
CCOC(=O)CN1C(=O)C(Sc2n[nH]c(-c3ccc(O)cc3)n2)CCc2ccccc21 (stereo not drawn)
→ -2%, 1, -1%, u, -12%, 2%, -2%, -21%, -5%, 1%, 2%
CN(CC(O)COCc1cccs1)C1CCCCC1 (stereo not drawn)
→ -3%, -1, 1%, -3%, 23%, 1%, 0%, 14%, 1%, -1%, -2%
CC(=O)Nc1ccc(S(=O)(=O)NCC(=O)OCC(=O)NC(=O)c2cccn2C)cc1
→ 1%, 3, u, 3%, -29%, -4%, -7%, 6%, 6%, -3%, 4%
CCCCc1nc2cc(C(=O)NC(C)c3cnn(C)c3)ccc2o1 (stereo not drawn)
→ 4%, 6, -1%, u, 16%, -1%, -1%, 10%, 0%, 0%, 13%
CCCS(=O)(=O)N1CCCC(C(=O)NCc2ccc(C)cc2)C1 (stereo not drawn)
→ 2%, 5, -4%, 10%, 10%, -4%, 0%, 15%, -3%, -1%, -33%
Cc1csc(NC(=O)CSc2nnc(-c3ccncc3)o2)n1
→ -4%, -1, u, u, -1%, -4%, -1%, 1%, 2%, -9%, 6%
CCOC(=O)c1sc(NN=C(C(=O)OC)C(=O)OC)c(C(=O)OCC)c1C
→ 3%, -9, 5%, u, -8%, 1%, 3%, 4%, 0%, 4%, 1%[46.1 µM]
COc1cc(Cl)ccc1NC(=O)COc1ccccc1C(=O)NN
→ 2%, -5, 6%, u, 16%, -7%, -5%, 2%, -2%, 2%, -6%
O=[N+]([O-])c1c(Nc2ccc(O)cc2)cc(N2CCOCC2)c2nonc12
→ -2%, 32, -18%, -8%, -19%, -1%, -1%, -3%, -4%, -3%, -3%[46.1 µM]
Cc1cc(C(=O)CN2C(=O)NC3(CCCc4ccccc43)C2=O)c(C)n1Cc1cccs1 (stereo not drawn)
→ 11%, -24, -7%, -22%, -9%, 2%, -3%, 16%[15.4 µM], -1%, 1%, -7%
CC1(C(=O)O)CCC(C(=O)N2CCCCC2)C1(C)C (stereo not drawn)
→ -4%, 13, u, 7%, 25%, -2%, -1%, -5%, -1%, 0%, 2%
CC1CC(C)CN(C(=O)Cn2c(=O)oc3cc(S(=O)(=O)N4CCCC4)ccc32)C1 (stereo not drawn)
→ 6%, -3, -3%, -9%, -3%, -1%, -9%, -21%, 6%, -3%, -2%
Cc1ccccc1N(C(=O)Cc1ccsc1)C(C(=O)NC1CCCCC1)c1ccc(F)cc1 (stereo not drawn)
→ -4%, 5, u, 1%, 0%, -6%, -5%, -2%, 7%, 2%, -98%
Cc1[nH][nH]c(=O)c1C(c1ccc(-c2ccccc2C(=O)O)o1)c1c(C)[nH][nH]c1=O
→ -3%, 6, u, u, -16%, 5%, -1%, 11%, 0%, u, 3%
CCCC/C(O)=C1\C(=O)CCCC1=NCCc1c(C)[nH]c2ccccc12
→ 9%, -7, u, u, u, 0%, -5%, -20%, -2%, -6%, 3%

# 3 entries from above, arranged by count of non-hydrogen atoms, ascending.
# Every second line gives: AT treatment, TSHR antag, BCR signal inh, ELG1 DNA repair, a7 integrin act, Mito fusion yeast, TSG101-PTAP inh, Eya2 inh, S-ASM inh, Tb PFK inh, TCR act
CC1(C(=O)O)CCC(C(=O)N2CCCCC2)C1(C)C (stereo not drawn)
→ -4%, 13, u, 7%, 25%, -2%, -1%, -5%, -1%, 0%, 2%
CCCC/C(O)=C1\C(=O)CCCC1=NCCc1c(C)[nH]c2ccccc12
→ 9%, -7, u, u, u, 0%, -5%, -20%, -2%, -6%, 3%
Cc1ccc(NC(=O)C(=O)c2c(-c3ccccc3)cc3ccccn23)cc1S(=O)(=O)N1CCOCC1
→ -6%, 17, 19%, 9.2µM*, 1%, 6%, -6%, 17%, -14%, 4%, 5%

# Later entries:
# Every second line gives: AT treatment, TSHR antag, BCR signal inh, ELG1 DNA repair, a7 integrin act, Mito fusion yeast, TSG101-PTAP inh, Eya2 inh, S-ASM inh, Tb PFK inh, TCR act
Cc1ccc2c(c1)N(C(=O)CCC(=O)N1CCCCC1)CCO2
→ 4%, -4, 1%, 3%, 13%, 1%, -3%, 2%, 5%, 0%, 0%
Clc1ccc(Oc2ccccc2)c2ncccc12
→ 13%, 1, u, 27%, 10%, -7%, -6%, -7%, -8%, 1%, 1%
O=C(Nc1cccc(-c2cccc(F)c2)c1)C1CCN(C2CCC2)CC1
→ 3%, -3, u, 8%, 1%, -2%, -1%, -4%, 1%, 0%, -6%
CC(NC(=O)/C(=C/c1ccc(OC(F)F)cc1)c1ccccc1)c1ccccc1 (stereo not drawn)
→ 1%, -6, 19%, -26%, 5%, 23%, -4%, -11%, -6%, 8%, 2%[46.1 µM]
O=C(O)c1cccnc1C(=O)N1CCc2c([nH]c3ccccc23)C1C(F)(F)F (stereo not drawn)
→ 1%, 22, 6%, 13%, 0%, -2%, 0%, -9%, 1%, 4%, -3%
COc1ccc(Nc2ccc(S(=O)(=O)N3CCCCCC3)cc2[N+](=O)[O-])cc1
→ -2%, -17, 3%, -12%, 0%, -4%, -2%, -8%, -10%, 0%, 1%[46.1 µM]
CCCc1nnc(NC(=O)c2ccc([N+](=O)[O-])cc2)s1
→ 0%, -7, u, u, -8%, 4%, -1%, 3%, -4%, 2%, -4%[46.1 µM]
O=C(c1ccco1)N1CCN(Cc2cc(=O)c(OCc3c(F)cccc3Cl)co2)CC1
→ 2%, 3, 0%, -3%, -24%, -3%, -4%, -3%, 2%, -1%, -5%
CCc1ccc(N2CC(C(=O)OCC(=O)Nc3ccc(C(C)=O)cc3)CC2=O)cc1 (stereo not drawn)
→ 0%, 3, -11%, 12%, 0%, -3%, -2%, -4%, -8%, -2%, -1%
O=C(NCc1nc(-c2ccc(Cl)cc2)no1)c1ccco1
→ 6%, 5, 11%, 11%, 10%, 3%, 2%, -7%, 0%, -8%, -1%
Cc1cccc(-n2cnc(C(=O)O)c2)n1
→ 0%, 8, 15%, 2%, 12%, 14µM*, -3%, 2%, 3%, -4%, -6%
CCOc1ccc(CCNC(=O)COC(=O)c2cccs2)cc1OCC
→ 14%, -1, 0%, -3%, 1%, -1%, -2%, -7%, 1%, 0%, -1%

# Arranged by the number under TSHR antag (descending): three of the compounds above.
mol	TSHR antag	BCR signal inh	a7 integrin act	TSG101-PTAP inh	Eya2 inh	S-ASM inh	TCR act
O=C(O)c1cccnc1C(=O)N1CCc2c([nH]c3ccccc23)C1C(F)(F)F (stereo not drawn)	22	6%	0%	0%	-9%	1%	-3%
Cc1cccc(-n2cnc(C(=O)O)c2)n1	8	15%	12%	-3%	2%	3%	-6%
CC(NC(=O)/C(=C/c1ccc(OC(F)F)cc1)c1ccccc1)c1ccccc1 (stereo not drawn)	-6	19%	5%	-4%	-11%	-6%	2%[46.1 µM]
